Source: PubChem (National Center for Advancing Translational Sciences (NCATS))
RGS4 inh = human RGS4 inhibition; Transcreener GDP fluorescence polarization, RGS4-accelerated GTP hydrolysis; Potency, µM (titrated, usually from 114 µM), inactives show top-dose activity change, negative = inhibition, actives largely listed as inhibitors; hit rate 0.039% among 390,000; further: potency means the concentration at half of the fitted maximal effect; on the % scale 0 is the no-effect control and ±100 the full control effect; nearly all actives have a fitted effect of over 75% in size; some results filed as inactive show a strong effect at the top dose
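MLSMR compounds (23 nl, pin-transferred) preincubated 10 min at room temperature with a 500nM (2x) first reagent, then RGS4 at 900nM (2x) plus Transcreener GDP mix added; fluorescence polarization (620/688 nm) read before and after 90 min at 30 °C.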
JMJD2A Tudor = JMJD2A Tudor domain (human) inhibition; AlphaScreen JMJD2A-Tudor / H3K4me3 peptide binding; hit rate 4.4% among 390,000; AID 504339; O75164; Potency, µM (series often up to 114 µM), for the others: top-dose activity change, negative = inhibition, most hits filed as inhibitors; further: potency means the concentration at half of the fitted maximal effect; on the % scale 0 is the no-effect control and ±100 the full control effect; nearly all actives have a fitted effect of over 50% in size
Target sequence (O75164 whole entry, looked up, the tested form may be a part): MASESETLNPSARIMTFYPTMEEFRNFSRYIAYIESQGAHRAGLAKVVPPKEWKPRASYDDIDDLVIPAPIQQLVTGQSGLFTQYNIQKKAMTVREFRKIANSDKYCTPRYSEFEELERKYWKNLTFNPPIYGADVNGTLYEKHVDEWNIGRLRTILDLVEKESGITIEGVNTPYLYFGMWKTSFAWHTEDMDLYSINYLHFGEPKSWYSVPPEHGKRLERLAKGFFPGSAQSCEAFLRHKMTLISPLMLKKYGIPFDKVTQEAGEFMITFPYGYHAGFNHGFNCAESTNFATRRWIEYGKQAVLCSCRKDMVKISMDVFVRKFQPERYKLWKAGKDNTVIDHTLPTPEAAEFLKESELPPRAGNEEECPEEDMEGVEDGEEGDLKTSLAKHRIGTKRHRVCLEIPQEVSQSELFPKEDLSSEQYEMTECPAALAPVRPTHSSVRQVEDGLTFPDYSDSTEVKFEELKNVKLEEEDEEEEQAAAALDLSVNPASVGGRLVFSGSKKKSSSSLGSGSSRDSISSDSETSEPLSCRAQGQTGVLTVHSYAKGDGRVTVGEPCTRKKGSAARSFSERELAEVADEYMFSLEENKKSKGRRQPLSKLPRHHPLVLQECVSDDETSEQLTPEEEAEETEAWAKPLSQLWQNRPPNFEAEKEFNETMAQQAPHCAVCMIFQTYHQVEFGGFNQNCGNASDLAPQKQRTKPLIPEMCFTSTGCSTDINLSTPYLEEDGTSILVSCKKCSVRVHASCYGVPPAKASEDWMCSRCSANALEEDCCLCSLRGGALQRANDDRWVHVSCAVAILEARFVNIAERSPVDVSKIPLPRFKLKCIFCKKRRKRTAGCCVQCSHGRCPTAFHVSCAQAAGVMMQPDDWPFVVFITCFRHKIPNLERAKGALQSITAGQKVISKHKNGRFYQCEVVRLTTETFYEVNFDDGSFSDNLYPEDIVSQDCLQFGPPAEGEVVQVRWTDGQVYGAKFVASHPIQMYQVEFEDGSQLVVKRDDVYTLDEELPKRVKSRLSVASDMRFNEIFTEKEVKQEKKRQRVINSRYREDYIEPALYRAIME
HP1b chromo inh = inhibitors of HP1-beta chromodomain binding to methylated histone tails; P83916; AlphaScreen HP1-beta / biotin-H3K9me3 peptide binding; Potency, µM (series often up to 114 µM), for the others: top-dose activity change, negative = inhibition, usual class: inhibitors; hit rate 0.56% among 390,000; further: potency means the concentration at half of the fitted maximal effect; nearly all actives have a fitted effect of over 70% in size; inactives centre near 23
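AlphaScreen: HP1-beta (50 nM) preformed 30 min with biotin-H3(1-18)K9me3 peptide (50 nM) in PBS pH 7.4, 0.01% Tween-20. Compound added for 30 min at RT, then streptavidin donor/nickel chelate acceptor beads (10 ug/mL) for 30 min.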
PI4K2A inh = blocks human PI4K2A kinase activity. activity change, negative = inhibition, % at 76.9 µM. Q9BTU6. purified PI4K2A, ADP-Glo luminescence, 1 h; active compounds read low. hit rate 0.13% among 420,000; in the data active means activity change below about -50%; inconclusive means mostly about -30% to -49%;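 further: -100% = wells without enzyme as full effect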
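ADP-Glo luminescence measured ADP generated by PI4K2A enzyme (4 ug/mL before mixing) with 1.2 mM PI substrate (pre-mix) and 300 microM ATP (pre-mix). Tris pH7.5 buffer with MgCl2, Triton X-100; 1 h reaction at ambient temperature.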
BAZ2B block = BAZ2B (human) inhibition; Q9UIF8; AlphaScreen BAZ2B-H3K14Ac peptide displacement; Potency, µM (titrated, usually from 114 µM), for inactives: at the top dose activity change, negative = inhibition, usual class: inhibitors; hit rate 4.4% among 360,000; AID 504333; further: potency means the concentration at half of the fitted maximal effect; on the % scale 0 is the no-effect control and ±100 the full control effect; nearly all actives have a fitted effect of over 60% in size
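Protein-peptide AlphaScreen: BAZ2B 50 nM, b-H3K14Ac 50 nM, 1x PBS pH 7.4 + 0.01% Tween-20. Preincubation 30 min RT; cpd 30 min RT (top 110 uM); beads 20 min RT, light-protected.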
G9a inh = G9a (human) methyltransferase inhibition; hit rate 8.8% among 350,000; G9a H3K9 monomethylation, AlphaScreen, 2 h; Potency, µM (highest dose often 102 µM), inactives show at the highest dose activity, negative = inhibition, actives largely listed as inhibitors; further: potency means the concentration at half of the fitted maximal effect; on the % scale 0 is the no-effect control and ±100 the full control effect; nearly all actives have a fitted effect of over 75% in size
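AlphaScreen read-out: biotin-H3K9 peptide (500 nM) methylation by 20 nM enzyme with 20 uM SAM, 2 h at room temperature after 15 min compound preincubation; anti-monomethyl H3K9 antibody plus donor/acceptor beads, 10 min dark.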
ALOX12 inh = blocks human arachidonate 12S-lipoxygenase; hit rate 1.1% among 580,000; Potency, µM (titrated, usually from 108 µM), for inactives: top-dose activity change, negative = inhibition, actives largely listed as inhibitors; purified 12hLO, xylenol orange hydroperoxide absorbance; further: potency means the concentration at half of the fitted maximal effect; on the % scale 0 is the no-effect control and ±100 the full control effect
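Purified human 12hLO at 150 nM in 25 mM Hepes, 0.01% Triton X-100, pH 7.0, preincubated 15 min at room temperature with compound. Reaction started with 40 uM arachidonic acid, 30 min at room temperature. Hydroperoxide measured by Fe-xylenol orange, 573/405 nm absorbance ratio.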
GLS inhibitor = blocks human kidney-isoform glutaminase activity; hit rate 0.21% among 410,000; O94925; Potency, µM (doses to about 45.5 µM), for the others: top-dose activity change, negative = inhibition, most hits filed as inhibitors; GLS enzymatic activity, qHTS titration; further: potency means the concentration at half of the fitted maximal effect; on the % scale 0 is the no-effect control and ±100 the full control effect
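Assay buffer: 45 mM KH2PO4 pH 8.2, 0.02% Tween-20. hKGA acts on L-glutamine (1 mM solution added); product glutamate is reported by an oxidase/peroxidase Amplex Red coupling, with fluorescence taken at baseline and 30 min.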
ERG Ets-DNA blk = blocks human ERG Ets domain binding to DNA; P11308; fluorescence polarization, His-ERG Ets domain / labelled DNA; Potency, µM (doses to about 76.9 µM), inactives show top-dose FP activity, negative = inhibition, usual class: inhibitors; hit rate 0.028% among 370,000; AID 624246; active means well fitted inhibition curve with a large enough effect in the polarisation, with a control signal flat; inconclusive means small, poorly fitted or top-dose-only effect, or effect the other way, or a change in a side signal; inactive means no such curve, though single readings can be large or run the other way; the % refers to the polarisation;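 further: polarization taken with two DNA probes labelled with fluorescein and Texas red; potency means the concentration at half of the fitted maximal effect; % of control where 0% means no effect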
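His-tagged ERG Ets domain (1 uM in the protein solution; 300mM KCl, 50mM Tris-HCl, 1mM EDTA, 1mM DTT, pH 7.5) received compound, then a probe mix of 5 nM fluorescein-DNA and 100nM Texas-615-DNA. Fluorescence polarization was read for both dyes.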
Starred values were filed as active, the others as inactive; & = joins results of further samples; [ ] = dose if it differs, or a comment. Unless noted, the call rests on the fitted dose curve; in most records, active means well fitted curve in the direction sought with a large enough effect; inconclusive means small, poorly fitted or top-dose-only effect, or another doubt; inactive means no such curve, though single readings can be large; an effect the other way counts as inactive or inconclusive.

`Cc1cc(C)n2c(SCC(=O)Nc3cc(C)on3)nnc2n1` gave RGS4 inh 15%, JMJD2A Tudor -17%, HP1b chromo inh 4%, PI4K2A inh 0, BAZ2B block 8%, G9a inh 7%[59 µM], ALOX12 inh -15%, GLS inhibitor -1% and ERG Ets-DNA blk 6%.
Screening Cc1ccc(-n2ncc3c2CC(C)(C)CC3NC(=O)CCc2ccncc2)cc1 (configuration not stated) returned RGS4 inh 12%, JMJD2A Tudor -8%, HP1b chromo inh 42%[activator], PI4K2A inh 1, BAZ2B block -5%, ALOX12 inh 11%, GLS inhibitor 6% and ERG Ets-DNA blk 2%.
Screening COc1cc(Cl)c(C)cc1NC(=O)c1cc2c(s1)-c1c(C)cccc1OC2 returned RGS4 inh -27%, JMJD2A Tudor -6%, HP1b chromo inh 50%[activator], PI4K2A inh -2, BAZ2B block 3%, G9a inh 6%[59 µM], ALOX12 inh -18%, GLS inhibitor -2% and ERG Ets-DNA blk 2%.
Screening NS(=O)(=O)c1ccc(CCNC(c2ccccc2)c2ccccc2)cc1 returned RGS4 inh 12%, JMJD2A Tudor -21%, HP1b chromo inh -4%, PI4K2A inh 9, BAZ2B block -8%, G9a inh 2%, ALOX12 inh 7%, GLS inhibitor -5% and ERG Ets-DNA blk 13%.
For O=C(c1ccccc1-c1nc2ccccc2[nH]1)N1CCCCC1 the results were RGS4 inh 14%, JMJD2A Tudor 0%, HP1b chromo inh 29%, PI4K2A inh 5, BAZ2B block 1%, G9a inh -1%, ALOX12 inh 0%, GLS inhibitor -7% and ERG Ets-DNA blk 3%.
`CCn1cc(C(=O)NCCCOC(C)C)c(=O)c2cc(S(=O)(=O)N3CCOCC3)ccc21` gave RGS4 inh 31%&-4%, JMJD2A Tudor -11%&-3%, HP1b chromo inh 6%[57 µM], PI4K2A inh -3&3, BAZ2B block inconclusive, G9a inh 30%, ALOX12 inh 15%&0%, GLS inhibitor -15%&8% and ERG Ets-DNA blk 5%&-2%.
COc1ccc(C(=O)/C=C/C(=O)N(CC(=O)NC2CCCCC2)Cc2ccccc2)c(O)c1 was read as RGS4 inh inconclusive, JMJD2A Tudor -17%, HP1b chromo inh 33%, PI4K2A inh 1, BAZ2B block inconclusive, ALOX12 inh -11%, GLS inhibitor -16% and ERG Ets-DNA blk 7%.
For CCOc1ccc(NC(=O)c2ccc3nccnc3c2)cc1 the results were RGS4 inh -3%, JMJD2A Tudor -13%, HP1b chromo inh 7%, PI4K2A inh 3, BAZ2B block 4%, G9a inh -4%, ALOX12 inh -17%, GLS inhibitor -1% and ERG Ets-DNA blk -4%.
Screening Nc1ncnc2c(C3OC(CO)C(O)C3O)c[nH]c12 (configuration not stated) returned RGS4 inh inconclusive, JMJD2A Tudor -11%, HP1b chromo inh 21%, PI4K2A inh -5, ALOX12 inh 11%, GLS inhibitor 0% and ERG Ets-DNA blk 1%.
For Cc1csc(SCCn2c(N3CCCC3)nc3c2c(=O)[nH]c(=O)n3C)n1 the results were RGS4 inh -8%, JMJD2A Tudor -15%, HP1b chromo inh 6%, PI4K2A inh 10, BAZ2B block -1%, G9a inh -34%[59 µM], ALOX12 inh 1%, GLS inhibitor 2% and ERG Ets-DNA blk 3%.

In the list so far, these have an aryl methoxy group:
Screening COc1cc(Cl)c(C)cc1NC(=O)c1cc2c(s1)-c1c(C)cccc1OC2 returned RGS4 inh -27%, JMJD2A Tudor -6%, HP1b chromo inh 50%[activator], PI4K2A inh -2, BAZ2B block 3%, G9a inh 6%[59 µM], ALOX12 inh -18%, GLS inhibitor -2% and ERG Ets-DNA blk 2%.
COc1ccc(C(=O)/C=C/C(=O)N(CC(=O)NC2CCCCC2)Cc2ccccc2)c(O)c1 was read as RGS4 inh inconclusive, JMJD2A Tudor -17%, HP1b chromo inh 33%, PI4K2A inh 1, BAZ2B block inconclusive, ALOX12 inh -11%, GLS inhibitor -16% and ERG Ets-DNA blk 7%.

Going on with the list.
For Cc1ccc(NC(=O)COC(=O)C2(CC(=O)NC(C)C)CCCC2)cc1C the results were RGS4 inh 1%, JMJD2A Tudor 10%, HP1b chromo inh 38%, PI4K2A inh 5, ALOX12 inh 0%, GLS inhibitor 1% and ERG Ets-DNA blk 5%.
Cc1cc(-c2ccc3ccccc3c2)n2ncnc2n1 was read as RGS4 inh -6%, JMJD2A Tudor -19%, HP1b chromo inh 13%, PI4K2A inh 0, BAZ2B block 1%, G9a inh 7%, ALOX12 inh -3%, GLS inhibitor -7% and ERG Ets-DNA blk 4%.
For Cc1cc(S(=O)(=O)N2CCOCC2)ccc1OCC(=O)NCc1ccco1 the results were RGS4 inh 1%, JMJD2A Tudor inconclusive, HP1b chromo inh -12%, PI4K2A inh 0, BAZ2B block -4%, G9a inh -1%, ALOX12 inh 19%, GLS inhibitor -1% and ERG Ets-DNA blk -1%.
`CC(C)(C)C(=O)NC(=S)Nc1ccc(F)cc1` gave RGS4 inh -13%, JMJD2A Tudor -5%, HP1b chromo inh 15%, PI4K2A inh 1, BAZ2B block 0%, G9a inh 3%[59 µM], ALOX12 inh inconclusive and GLS inhibitor 15%.
For COc1ccc(OC)c(C(=O)COC(=O)CNC(=O)C2CCCCC2)c1 the results were RGS4 inh 18%, JMJD2A Tudor -16%, HP1b chromo inh 14%, PI4K2A inh 4, BAZ2B block -22%, G9a inh -41%[12.7 µM], ALOX12 inh 0%, GLS inhibitor 4% and ERG Ets-DNA blk 6%.
`CCOc1ccccc1NC(=S)N(CCN(C)C)C(C)c1ccncc1` (configuration not stated) gave RGS4 inh -23%, JMJD2A Tudor -4%, HP1b chromo inh 24%, PI4K2A inh -1, BAZ2B block -7%, G9a inh inconclusive, ALOX12 inh 11%, GLS inhibitor 5% and ERG Ets-DNA blk -7%.
For COc1ccc(NC(=O)c2sc3ncn(CC(=O)N4CCN(c5ccccn5)CC4)c(=O)c3c2C)cc1OC the results were RGS4 inh -9%, JMJD2A Tudor -29%, HP1b chromo inh 26%, PI4K2A inh -3, BAZ2B block -29%, G9a inh -16%, ALOX12 inh -2%, GLS inhibitor -13% and ERG Ets-DNA blk -1%.
`COc1ccc(N=C2SC(CC(=O)Nc3ccccc3F)C(=O)N2Cc2ccco2)cc1` (configuration not stated) gave RGS4 inh -18%, JMJD2A Tudor -14%, HP1b chromo inh 32%, PI4K2A inh 2, BAZ2B block -32%, G9a inh -13%[59 µM], ALOX12 inh 7%, GLS inhibitor -1% and ERG Ets-DNA blk -21%.
Cc1ccc(NC(=S)N/N=C2\CC(C)(C)Oc3ccc(O)cc32)cc1 was read as RGS4 inh 15%, JMJD2A Tudor -32%, HP1b chromo inh 1%, PI4K2A inh -4, BAZ2B block 0%, G9a inh 20%[59 µM], ALOX12 inh inconclusive, GLS inhibitor 6% and ERG Ets-DNA blk 13%.
For Cc1ccc(NC(=O)Cn2cnc3c(NCc4ccccc4)ncnc32)cc1C the results were RGS4 inh 4%, JMJD2A Tudor -21%, HP1b chromo inh 49%[activator], PI4K2A inh -2, ALOX12 inh -1%, GLS inhibitor 0% and ERG Ets-DNA blk -2%.
`CCc1nnc(NC(=O)CSc2nc3cc4c(cc3cc2C)OCCO4)s1` gave RGS4 inh 13%, JMJD2A Tudor -14%, HP1b chromo inh 5%, PI4K2A inh 0, BAZ2B block 4%, G9a inh 14%, ALOX12 inh -13%, GLS inhibitor -5% and ERG Ets-DNA blk 3%.
O=C(OCC(=O)N1CCCc2ccccc21)c1ccccc1[N+](=O)[O-] was read as RGS4 inh 11%, JMJD2A Tudor -18%, HP1b chromo inh 9%, PI4K2A inh -2, BAZ2B block -11%, G9a inh inconclusive, ALOX12 inh -15% and GLS inhibitor 0%.
Screening COCCNC(=O)C(c1ccc(O)cc1)N(Cc1ccccc1)C(=O)CCC(=O)Nc1ccccn1 (configuration not stated) returned RGS4 inh 36%, JMJD2A Tudor 4%, HP1b chromo inh 12%, PI4K2A inh 2, BAZ2B block -6%, G9a inh 0%, ALOX12 inh 4%, GLS inhibitor -1% and ERG Ets-DNA blk -3%.
CCOc1cc(/C=N/N=C2/NC(=O)C(CC(=O)O)S2)ccc1OCc1ccc(Cl)cc1Cl (configuration not stated) was read as RGS4 inh inconclusive, JMJD2A Tudor 40µM*, HP1b chromo inh 45µM*, PI4K2A inh -13, BAZ2B block 28µM*, GLS inhibitor -11% and ERG Ets-DNA blk 1%.
Screening O=C(Nc1ccc(F)cc1)Nc1nnc(Cc2ccccc2F)s1 returned RGS4 inh inconclusive, JMJD2A Tudor inconclusive, HP1b chromo inh -3%, PI4K2A inh -1, BAZ2B block -21%, G9a inh 19%[59 µM], ALOX12 inh 27%, GLS inhibitor inconclusive and ERG Ets-DNA blk 27%.
Screening Cc1ccc(NC(=O)CSCc2nc3c(nnn3Cc3ccc(F)cc3)c(=O)[nH]2)c(C)c1 returned RGS4 inh -6%, JMJD2A Tudor -19%, HP1b chromo inh 26%, PI4K2A inh -2, BAZ2B block -1%, G9a inh -3%, ALOX12 inh -24%, GLS inhibitor -15% and ERG Ets-DNA blk -1%.

Only part of the results is shown, so the mix of outcomes need not match the whole.
